Compound activity: PubChem, Broad Institute
FN deposit inh – fibronectin deposition inhibition; AID 743247; AH1F fibroblasts, Alexa488-fibronectin deposition fluorescence, overnight; inhibition, % at 12.6 µM; 350,000 compounds, 0.086% hits;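 active = mean inhibition across replicates of 30% or more, regardless of how many single replicates reach that level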;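 note: positive control wells lacked labelled fibronectin entirely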
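Assay system: AH1F fibroblasts assembling fluorescent fibronectin matrix; Amount: 10000 AH1F cells per well; Buffer or medium: DMEM, 2% serum; Probe or stimulus: Alexa488-fibronectin, 24 nM final in well; Doses: single compound dose, delivered by pin transfer; Incubation: 1 h adhesion, overnight exposure; Measured by: fluorescence 485/525 nm; Read-out: fibronectin deposition inhibition.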
F508del corr – correctors of CFTR F508del function in bronchial epithelial cells | CFBE cells, YFP halide quenching; stimulated with forskolin plus potentiator P3; % fluorescence drop versus neutral controls | activity (quench increase), % at 7.58 µM | 350,000 compounds, 0.36% hits | AID 720511;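 active = mean added fluorescence quench of at least 8% versus neutral control, with both replicates also reaching 8%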;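 note: cells transiently co-express mutant CFTR-F508del with the halide-sensitive YFP; corrector assay measuring rescue of mutant channel to the surface after 24 h compound exposure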
Cneo AK release – causes C. neoformans cell lysis. adenylate kinase release luminescence, 4 h; normalised: neutral wells 0, clomiphene wells 100. lysis activity, % at 15 µM. 360,000 compounds, 0.2% hits. AID 651654;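 active = mean lysis activity across replicates of at least 80%, whatever share of replicates individually reach that level; inactive = mean lysis activity below 80%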
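Test system: log-phase Cryptococcus neoformans yeast cells; Quantity: yeast cell density of 5 × 10^6 cells/mL; Buffer or medium: YPD; Doses: single compound concentration per well; Timing: 4 h at 37 °C static, read 1 h later; Measured by: AK luminescence; Read-out basis: lysis from increased AK signal; Control set: Clomiphene as positive control.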
INS-1E GSIS act – primary screen for activators of insulin secretion dependent on glucose, INS-1E cells, GLuc reporter luminescence | 370,000 compounds, 0.61% hits | activation, % at 16.6 µM | AID 743287 | INS-1E GLuc reporter insulin secretion, 2-3 h;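 active = lowest replicate activation of at least 40%, so every replicate reaches that level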;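 note: 0% = median of neutral control wells and 100% = median of IBMX positive control wells; some compounds called inactive have numbers as strong as hits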
PglD DTNB – blocks C. jejuni PglD acetyltransferase activity | purified PglD enzyme, DTNB colorimetric CoA detection | inhibition, % at 12.5 µM | 360,000 compounds, 0.098% hits; in the data active = inhibition above about 16%, passing the limit was not always enough; note: strong numbers were not always called active
Statin myotox sup – suppressors of simvastatin-induced myotoxicity in C2C12 myotubes. ATP luminescence, 48 h; scaled: DMSO 0, geranylgeraniol control 100. rescue of ATP level, % at 7.49 µM. 330,000 compounds, 0.78% hits. AID 602340;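 active = mean ATP rescue above about 67%, or every replicate alone reaching that limit, limit read from the data, passing the limit was not always enough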;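 note: myotubes were challenged with 10 µM simvastatin during compound exposure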
PGC1a acetyl inh – PGC1a acetylation modulation, inhibitor mode; U2OS PGC1a acetylation, AlphaScreen anti-acetyl-lysine; with virally co-expressed GCN5 acetyltransferase; inhibition, % at 15.6 µM; 350,000 compounds, 0.17% hits; AID 651687;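 active = every replicate shows inhibition of at least 40%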;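 note: 0% = neutral control wells and 100% = positive control wells; some results beyond the cut were filed as inactive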
miR-122 sensor – inhibitors of miR-122 in Huh7 cells; Huh7 miR-122 Renilla luciferase sensor, 48 h; neutral wells = 0, positive control = 100; activation (reporter increase), % at 12.5 µM; 340,000 compounds, 0.3% hits;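 active = mean replicate activation score at least 90 and every replicate individually at or above 90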;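 note: higher luciferase means less miR-122 activity so hits act as miR-122 inhibitors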
Active calls of the source: *; nt = not tested or not shown; & = joins results of further samples; [ ] = dose if it differs, or a comment.

SMILES | FN deposit inh | F508del corr | Cneo AK release | INS-1E GSIS act | PglD DTNB | Statin myotox sup | PGC1a acetyl inh | miR-122 sensor
CCO[C@H]1OC(C(=O)N2CCN(Cc3ccc4c(c3)OCO4)CC2)=C[C@@H](c2ccc3c(c2)OCO3)[C@@H]1CCCO | -13.3 | -2.1&0.9 | 0.2&2.8 | -11.5 | -1.5&-1.2 | -10.1 | -3.7&-21.7 | -15.0
CCCCNc1nc(N)ncc1[N+](=O)[O-] | 1.5 | 4.2 | -1.2 | 55.2* | -2.1 | 6.8 | nt | -2.6
COc1cccc(COC(=O)C2CCN(S(=O)(=O)c3ccc(C)cc3)CC2)c1OC | 3.2 | -6.3 | -3.1 | -2.3 | 6.4 | 4.5 | nt | nt
CC(OC(=O)Cn1cnc2c1c(=O)n(C)c(=O)n2C)C(=O)N(C)c1ccccc1 (stereo unspecified) | -7.6 | -1.8 | -2.2 | 28.2 | 2.6 | -11.2 | nt | nt
O=C(O)CSc1ccc(NC(=O)Nc2ccccc2F)cc1 | -9.7 | 0.2 | -7.4 | 13.2 | -0.6 | -44.9 | nt | -1.7
CCOc1ccc(-n2c(C)cc(C(=O)NS(=O)(=O)c3ccc(C)cc3)c2C)cc1 | 5.0 | -7.7 | -0.9 | -1.2 | 7.6 | -1.5 | 6.3 | -1.5
COC(=O)C1CC(c2c(OC)cc(OC)cc2OC)=NO1 (stereo unspecified) | 1.3 | nt | -7.3 | 1.5 | 1.3 | 1.1 | 5.5 | -1.3
COc1cc(NC(=O)CSc2nncn2C)c(C)cc1[N+](=O)[O-] | -1.0 | 1.6 | 0.5 | 17.6 | -3.5 | 3.0 | nt | -6.5
CCOc1ccc(CCNC(=O)c2cccc(S(=O)(=O)N3CCCC3)c2)cc1OCC | 0.8 | 0.0 | -1.7 | -2.8 | -3.6 | -7.1 | -17.0 | -0.1
Cc1ccc(S(=O)(=O)N[C@@H]2CC[C@@H](CC(=O)NCc3ccccc3F)O[C@@H]2CO)cc1 | nt | 1.3 | 1.5 | 0.5 | -0.4 | -3.4 | 13.4 | nt
N#Cc1c(/N=C/c2ccccc2)oc(-c2ccccc2)c1-c1ccccc1 | nt | nt | 2.0 | nt | -3.2 | 16.6 | 1.3 | -1.7
O=S(=O)(Nc1ccc(N2CCCCC2)cc1)c1ccc(F)cc1F | -16.2 | 0.2 | 2.7 | nt | 1.8 | nt | -3.0 | -6.4
COc1ccc(CN(C)C[C@@H]2Oc3ccc(NS(=O)(=O)c4ccc(OC)cc4)cc3C(=O)N([C@H](C)CO)C[C@H]2C)cc1 | nt | 1.2 | 44.5 | 4.5 | -4.0 | 4.1 | 1.6 | 4.4[16.7 µM]
O=C(CC(F)(F)F)N1C[C@H]2[C@@H](c3ccccc31)[C@@H](CO)N2C(=O)Cc1cccnc1 | nt | 0.7 | -3.8 | -6.6 | 1.6 | -2.0 | 3.0 | -16.7[16.7 µM]
CCOC(=O)c1oc2ccccc2c1NC(=O)c1ccc(Cl)s1 | -2.4 | 4.3 | 0.8 | 13.3 | 5.8 | 0.7 | 0.4 | 1.9
COc1cccc(CN2CC(C(=O)N(C)Cc3ccnc4ccccc34)CCC2=O)c1 (stereo unspecified) | -3.8 | 1.3 | 3.3 | 14.8 | -4.5 | 4.7 | -11.8 | -6.1
COc1cc2c(cc1NC(=O)COC(=O)C1CC(=O)N(Cc3ccco3)C1)oc1ccccc12 (stereo unspecified) | nt | nt | -4.9 | nt | 0.5 | -19.9 | 4.8 | 9.5
O=C(OCC(=O)N1CCN(C(=O)c2ccco2)CC1)c1ccc(Cl)c(Cl)c1 | 1.2 | -0.1 | 2.4 | -11.7 | 4.5 | 5.2 | nt | nt
Cc1ccc(Cl)cc1N1CCN(S(=O)(=O)c2cn(C)cn2)CC1 | 2.8 | -1.6 | nt | 2.6 | nt | -2.1 | 10.0 | 5.4
Cc1ccc(CNC(=O)CCSCc2cccc(F)c2)cc1 | -4.6 | 3.0 | -0.9 | -6.6 | -5.8 | 9.6 | 38.7 | -7.4
COc1ccc(-c2cc(-c3ccccc3)c(C#N)c(S(C)(=O)=O)n2)cc1 | 9.0 | nt | -0.5 | nt | 0.9 | 13.9 | 20.5 | -4.1
Cc1ccc(-c2nn(-c3ccccc3)cc2C(=O)NC2CCC(O)CC2)cc1 (stereo unspecified) | -8.3 | 0.9 | 1.4 | -8.9 | -1.4 | 9.2 | nt | nt
COCC(=O)N[C@H]1C=C[C@@H](CC(=O)NCc2ccccc2OC)O[C@H]1CO | -3.0 | 0.0 | -3.8 | 4.0 | 0.5 | -1.5 | -8.9 | nt
O=C(CN1C(=O)C2CC=CCC2C1=O)Nc1nc2ccccc2s1 (stereo unspecified) | -9.4 | 1.3 | -0.5 | 4.7 | 3.8 | -12.0 | -1.6 | 8.0
C[C@H]1CCCCO[C@@H](CN(C)S(=O)(=O)c2cccs2)[C@@H](C)CN([C@@H](C)CO)C(=O)c2cc(NC(=O)C3CCCCC3)ccc2O1 | nt | -3.2 | 1.2 | -6.9 | 1.4 | nt | -7.2 | -6.6[16.7 µM]
O=C(c1cc2ccccc2o1)N(C1CC1)C1(C(=O)Nc2ccccc2)CCCC1 | nt | -1.2 | -0.2 | -2.7 | -11.8 | -8.2 | -8.4 | nt
O=C(CSc1nnc(CNC(=O)c2ccco2)o1)Nc1ccc(Br)cc1 | -13.2 | 0.0 | 0.3 | 29.7 | 7.9 | 1.0 | 3.9 | -2.5
O=C(C[C@@H]1CC[C@H](NS(=O)(=O)c2ccc(F)cc2)[C@H](CO)O1)NCCN1CCCCC1 | nt | 1.1 | nt | 15.5 | 0.1 | -3.2 | 4.7 | nt
Cc1nn(C)cc1NC(=O)C[C@H]1CC[C@H]2[C@H](COc3ccc(NC(=O)NC(C)C)cc3C(=O)N2C)O1 | 3.8 | -2.7 | 1.6 | 14.2 | -1.7 | -27.4 | -0.1 | -8.3[16.7 µM]
CC(=O)c1ccc(OCC(O)CN2CCN(S(=O)(=O)c3c(C)c(C)cc(C)c3C)CC2)cc1 (stereo unspecified) | 0.4 | -2.8 | 1.3 | -34.0 | -1.5 | 3.4 | nt | nt
CC(=O)Nc1ccc(S(=O)(=O)N(C)CCOCc2ccccc2)cc1 | nt | nt | -1.6 | nt | -3.3 | -4.8 | -1.1 | -1.9
COc1cc(CC(=O)O)ccc1OCc1ccccc1 | 1.3 | -1.2 | 1.3 | 3.2 | 7.0 | -3.2 | -8.0 | 4.5
O=C(NCCC1CCCCN1S(=O)(=O)c1ccc(F)cc1)C(=O)Nc1ccccc1F (stereo unspecified) | -0.5 | 2.3 | 3.4 | 7.3 | -4.2 | 12.4 | nt | nt
CCOc1ccccc1C=NNC(=O)C1CC1 | 5.0 | 0.1 | -0.9 | 29.3 | -0.2 | 2.1 | -12.8 | 1.2
C[C@@H]1CN([C@@H](C)CO)C(=O)c2cccc(NS(=O)(=O)c3ccccc3)c2O[C@H]1CN(C)C(=O)Nc1ccc(F)cc1 | nt | -6.0 | -2.6 | 2.5 | 1.1 | 21.8 | -4.3 | 2.8[16.7 µM]
CCCCN(C(=O)NC(=O)C1=C(N2CCOCC2)/C(=C/c2ccccc2)CC1)S(C)(=O)=O | nt | -0.1 | -1.7 | -0.5 | 2.3 | 12.9 | 4.7 | -4.5
Cn1c(C2CC(=O)N(Cc3ccccc3)C2)nc2ccccc21 (stereo unspecified) | -4.9 | 1.3 | -1.4 | -9.9 | 2.2 | -11.0 | nt | nt
O=c1c2[nH]c3ccccc3c2ncn1C1CCCCC1 | -0.3 | nt | nt | nt | nt | -1.5 | 0.1 | -4.6
CCOC(=O)c1sc(NNC(=O)c2ccc(F)cc2)nc1C | 3.7 | -0.3 | nt | nt | nt | -14.1 | 0.7 | nt
Cc1noc(C)c1NC(=O)Nc1ccc2c(c1)C(=O)N([C@@H](C)CO)C[C@H](C)[C@H](CN(C)Cc1ccncc1)OCCCC[C@@H](C)O2 | nt | -2.2 | -1.9 | 21.3 | 1.3 | nt | 9.1 | 9.6[16.7 µM]
O=C(OC1CCN(c2ncc(C(F)(F)F)cc2Cl)CC1)c1ccc(Cl)cc1 | 1.5 | nt | 1.8 | nt | -0.9 | 5.1 | -2.8 | -7.5
CCN(C(=O)COC(=O)c1nn(-c2ccccc2)c(=O)c2ccccc12)C1CCS(=O)(=O)C1 (stereo unspecified) | 5.8 | -0.8 | 1.3 | 7.2 | 7.7 | nt | -2.3 | 8.0
Cc1nn(Cc2c(F)cccc2Cl)c(C)c1[N+](=O)[O-] | 0.8 | -2.3 | 1.9 | 9.1 | 2.7 | nt | 4.0 | -4.7
Brc1ccccc1OCCCOc1cccc2cccnc12 | 1.0 | -0.4 | -1.4 | 5.4 | -3.7 | -0.2 | 0.7 | -4.6
COc1ccccc1CN1[C@H](CO)[C@H]2c3ccccc3N(C(=O)c3ccc(F)cc3)C[C@H]21 | nt | -3.7 | -3.1 | 9.0 | 0.8 | 2.8 | 1.5 | 8.5[16.7 µM]
CCC(=O)N[C@H]1CC[C@@H](CC(=O)OC)O[C@H]1CO | nt | 0.2 | -5.8 | -2.6 | -1.2 | 12.1 | -3.5 | 12.6[16.7 µM]
CCOC(=O)c1ccc(NC(=O)c2ccccc2)cc1 | nt | 2.2 | -11.1 | 3.7 | -2.4 | -13.1 | -11.9 | 3.5
Nc1ncnc2nc(N3CCN(C(=O)c4ccccc4)CC3)[nH]c12 | nt | nt | 1.0 | nt | 0.9 | -1.0 | -20.9 | 4.1
O=C(C[C@H]1C[C@@H]2c3cc(NC(=O)C4CCC4)ccc3O[C@@H]2[C@H](CO)O1)NCCc1ccccc1 | nt | -0.7 | -11.8 | -0.3 | 1.6 | -5.1 | -2.3 | -1.4[16.7 µM]
CC(C)C#Cc1cnc2c(c1)C(=O)N([C@H](C)CO)C[C@H](C)[C@H](CN(C)C(=O)Cc1ccccn1)O2 | 0.7 | 1.1 | -1.9 | 0.5 | 2.9 | 29.3 | 2.0 | -7.4[16.7 µM]
CC1=C(C)CC(C(=O)Nc2nccs2)C(C(=O)O)C1 (stereo unspecified) | -6.8 | -0.2 | 5.3 | 21.0 | -5.3 | 2.2 | 13.7 | 2.2
COCC(=O)N1CCC(Oc2ccc(C(=O)NCc3cc(C(C)C)no3)cc2)CC1 | -5.3 | 1.2 | -2.0 | -9.2 | 7.3 | 9.5 | -11.4 | -0.4
CCOC(=O)CCCNS(=O)(=O)c1c(C)ccc2nsnc12 | 1.1 | nt | -3.0 | nt | 2.9 | 3.8 | -9.8 | 15.9
C[C@H]1CN([C@@H](C)CO)C(=O)c2cc(N(C)C)ccc2O[C@H]1CN(C)C(=O)NC1CCCCC1 | nt | 0.7 | -1.3 | 10.5 | -3.6 | -29.3 | -1.4 | -9.9[16.7 µM]

As entered above:
Entry of COc1cc2c(cc1NC(=O)COC(=O)C1CC(=O)N(Cc3ccco3)C1)oc1ccccc12 (stereo unspecified) under Statin myotox sup: -19.9
Entry of COc1cccc(COC(=O)C2CCN(S(=O)(=O)c3ccc(C)cc3)CC2)c1OC under Statin myotox sup: 4.5
Entry of CCC(=O)N[C@H]1CC[C@@H](CC(=O)OC)O[C@H]1CO under INS-1E GSIS act: -2.6
